Source: PubChem
a7 integrin act: qHTS for Activators of Integrin-Mediated Alleviation for Muscular Dystrophy; AID 624291, 2012; Potency, µM (highest dose often 38.3 µM), without a hit: at the highest dose activation, usual class: activators; 350,000 compounds, 0.064% hits; alpha7betagal myoblasts, beta-gal FDG fluorescence, 48 h;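 note: potency is the fitted concentration of half-maximal effect; 100% = response of the positive control SU9516; nearly all actives have a fitted effect of over 60% in size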
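alpha7betagal+/- myoblasts (passage 13, 250/well) treated 48 h at 37C with compounds at 1:260 dilution of DMSO stock. Lysed, then beta-galactosidase activity read as FDG fluorescence (ex 480/em 540) after 30 min, with pre-read for autofluorescence.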
A-T KAP1 phos: qHTS Assay for Identifying a Potential Treatment of Ataxia-Telangiectasia; […] A-T fibroblasts, KAP-1 phosphorylation AlphaLISA; neocarzinostatin DNA damage 30 min before lysis; Potency, µM (highest dose often 57.5 µM), for the others: at the top dose activation, actives largely listed as activators; 320,000 compounds, 0.19% hits; AID 485349, 2010; note: potency is the fitted concentration of half-maximal effect; % of control where 0% means no effect; nearly all actives have a fitted effect of over 45% in size
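hTERT-immortalized A-T patient fibroblasts ([…]), 500 cells/well in OPTI-MEM, 1% FBS, got compounds for 60 min, then NCS for 30 min at 37C. Lysates were then assayed for phospho-KAP-1 by AlphaLISA (anti-pKAP1 donor, anti-KAP1 acceptor beads), 6 hr at 25C.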
MLL CXXC-DNA inh: qHTS Fluorescence Polarization Assay for Inhibitors of MLL CXXC domain - DNA interaction; Potency, µM (highest dose often 115 µM), for inactives: top-dose activity change, negative = inhibition, usual class: inhibitors; MLL-CXXC / FITC-HOXA9 DNA fluorescence polarization; 290,000 compounds, 0.037% hits; Histone-lysine N-methyltransferase 2A (Homo sapiens), Q03164; AID 2662, 2010; active = well fitted inhibition curve with a large enough effect in the polarisation, with a control signal flat, not every such curve was filed as active; inconclusive = small, poorly fitted or top-dose-only effect, or effect the other way, or a change in a side signal; inactive = no such curve, though single readings can be large or run the other way; the % refers to the polarisation; note: potency is the fitted concentration of half-maximal effect
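Steps: dispense CXXC domain solution (7 uM) → pin compounds or unlabeled HOX-A9 DNA control → 5 min ambient → add FLSN-HOX-A9 solution (50 nM) → spin → 30 min ambient → fluorescence polarization. Tris pH 7.5/NaCl/DTT/BSA buffer.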
TRPV1 ag: HTS Assay for Compounds that Act as Agonists of the Vanilloid Receptor 1; 320,000 compounds, 0.19% hits; TRPV1-expressing cells, Fluo-8 calcium influx, agonist mode; Transient receptor potential cation channel subfamily V member 1 (Homo sapiens), Q8NER1; activation, % at 8.33 µM; in the data active = activation above about 80%; inconclusive = between about 30% and that limit; note: 0% is about no effect
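Fluo-8 calcium influx in TRPV1-expressing cells, kinetic read (ex 480/em 520 nm). Compound added and read 3 min for agonist activity, followed by capsaicin at EC20 final and 2 min further read for enhancement.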
p53 reactivator: qHTS assay for re-activators of p53 using a Luc reporter; AID 504706, 2011; H1299 p53-A138V BP100-luciferase reporter, luminescence, 24 h; Potency, µM (highest dose often 92.2 µM), inactives show at the highest dose activity change, positive = activation, hits mostly activators; 320,000 compounds, 0.063% hits; note: potency is the fitted concentration of half-maximal effect; % of control where 0% means no effect; nearly all actives have a fitted effect of over 45% in size
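p53-null H1299 cells stably carrying temperature-sensitive p53-A138V and a BP100-luciferase reporter were pinned with compounds (4-point, 1:5 series) and held 24 hrs at 37 deg C. Luminescence was read 10 min after detection reagent.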
PTAP TSG101 blk: qHTS Assay for Iinhibitors of HIV-1 Budding by Blocking the Interaction of PTAP/TSG101. Potency, µM (doses to about 115 µM), for the others: at the top dose activity change, negative = inhibition, most hits filed as inhibitors. Tumor susceptibility gene 101 protein (Homo sapiens), Q99816. 340,000 tested, under 10 active. Fluorescence polarization, FITC-PTAP peptide / Tsg101 binding; active = well fitted inhibition curve with a large enough effect in the main read-out, with a control signal flat, not every such curve was filed as active; inconclusive = small, poorly fitted or top-dose-only effect, or effect the other way, or a change in a side signal; inactive = no such curve, though single readings can be large or run the other way; note: potency is the fitted concentration of half-maximal effect; % of control where 0% means no effect
Target sequence (Q99816 whole entry, looked up): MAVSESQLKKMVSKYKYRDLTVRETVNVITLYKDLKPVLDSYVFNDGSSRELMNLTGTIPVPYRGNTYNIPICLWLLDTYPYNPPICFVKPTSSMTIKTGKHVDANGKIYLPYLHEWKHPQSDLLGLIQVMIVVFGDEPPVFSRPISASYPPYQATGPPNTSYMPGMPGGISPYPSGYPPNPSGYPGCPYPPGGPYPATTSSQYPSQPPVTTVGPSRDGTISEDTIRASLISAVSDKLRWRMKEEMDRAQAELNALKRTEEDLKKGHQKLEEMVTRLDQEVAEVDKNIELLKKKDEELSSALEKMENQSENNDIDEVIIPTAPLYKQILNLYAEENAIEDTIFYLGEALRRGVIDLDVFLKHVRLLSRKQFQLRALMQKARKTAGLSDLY
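FP read-out: FITC-PTAP peptide, 50 nM final, binding Tsg101 binding domain, 10 uM final; 20 min, r.t.; 10 mM HEPES pH 7.5, 0.15 M NaCl, 0.01% Tween 20, 3 mM EDTA, 0.1 mM TCEP.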
ELG1 repair inh: qHTS screen for small molecules that inhibit ELG1-dependent DNA repair in human embryonic kidney (HEK293T) cells expressing luciferase-tagged ELG1; HEK293T ELG1-luciferase reporter, luminescence, 16 h; DNA damage induced by 5-fluorouridine; Potency, µM (titrated, usually from 46.1 µM), for inactives: top-dose activity change, negative = inhibition, most hits filed as inhibitors; 330,000 compounds, 2.3% hits; note: potency is the fitted concentration of half-maximal effect; % is set by controls: 0 for no effect and ±100 for the full control effect; nearly all actives have a fitted effect of over 55% in size
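5-Fluorouridine DNA damage + compound/DMSO, 2,000 cells/well, 16 h, 37 °C/5% CO2. ONE-Glo, 30 min RT, luminescence. Readout = decrease in reporter signal.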
TCR activator: Activators of T cell receptors: qHTS campaign; primary human leukocytes, anti-CD3, IL-2 HTRF, 48 h; Potency, µM (titrated, usually from 9.22 µM), inactives show at the top dose activation of IL-2 secretion, actives largely listed as activators; 330,000 tested, under 10 active; note: % of control where 0% means no effect
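Using a-CD3 beads without co-stimulation, primary human leukocytes were exposed to compounds for 48 hr. An HTRF IL-2 kit measured the cytokine, with europium-to-d2 energy transfer producing emission at 665nm upon 320nm excitation.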
BRCA1 expr up: qHTS Assay to Identify Small Molecule Activators of BRCA1 Expression; Potency, µM (highest dose often 46.1 µM), for the others: at the top dose activation, most hits filed as activators; MCF7-BRCA1-FFLuc reporter, luminescence, 48 h; response scale: scaled: vehicle 0%, 10 µM genistein 100%; 380,000 compounds, 1.1% hits; note: potency is the fitted concentration of half-maximal effect; nearly all actives have a fitted effect of over 80% in size; some results filed as inactive show a strong effect at the top dose
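48 h compound treatment of MCF7-BRCA1-FFLuc cells (phenol-red free MEM, 37 °C), then 15 min with luciferase substrate and luminescence imaging.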
B2AR arrestin: qHTS assay of beta-arrestin-biased ligands of beta2-adrenergic receptor. Potency, µM (top dose mostly 46.1 µM), without a hit: top-dose activation, actives largely listed as activators. 330,000 compounds, 0.02% hits. AID 492947, 2010. Beta-2 adrenergic receptor (Homo sapiens), P07550. beta-arrestin recruitment to beta2AR, cell-based reporter;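 note: potency is the fitted concentration of half-maximal effect; 0% = DMSO controls and full agonism = EC100 isoproterenol or metaproterenol; nearly all actives have a fitted effect of over 65% in size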
Target sequence (P07550 whole entry, looked up): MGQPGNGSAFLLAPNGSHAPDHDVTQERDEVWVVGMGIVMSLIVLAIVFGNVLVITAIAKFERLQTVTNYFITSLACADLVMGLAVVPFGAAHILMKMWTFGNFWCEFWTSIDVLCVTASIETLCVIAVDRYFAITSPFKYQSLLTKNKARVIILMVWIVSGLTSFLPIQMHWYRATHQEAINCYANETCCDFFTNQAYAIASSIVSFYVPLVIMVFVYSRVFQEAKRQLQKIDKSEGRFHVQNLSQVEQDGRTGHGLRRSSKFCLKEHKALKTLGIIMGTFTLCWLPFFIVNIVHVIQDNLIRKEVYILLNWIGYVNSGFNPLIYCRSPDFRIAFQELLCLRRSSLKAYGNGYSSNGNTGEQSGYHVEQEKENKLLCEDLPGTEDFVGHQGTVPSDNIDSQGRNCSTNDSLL
Starred values were filed as active, the others as inactive; & = joins results of further samples; [ ] = dose if it differs, or a comment. Unless noted, calls come from the whole dose curve; as a rule, active = well fitted curve in the direction sought with a large enough effect; inconclusive = small, poorly fitted or top-dose-only effect, or another doubt; inactive = no such curve, though single readings can be large; an effect the other way counts as inactive or inconclusive.

Sample of the layout:
`O=[N+]([O-])c1ccc(N2CCCC2)cc1NC1CC1` gave a7 integrin act 20%, A-T KAP1 phos -17%, MLL CXXC-DNA inh -8%, TRPV1 ag 13, p53 reactivator 0%, PTAP TSG101 blk -3%, ELG1 repair inh -6%, TCR activator -4%[46.1 µM], BRCA1 expr up -29% and B2AR arrestin -0.6%.
For O=C(Cc1ccc(Cl)c(Cl)c1)Nc1ccc2[nH]c(=O)[nH]c2c1 the results were a7 integrin act 6%, A-T KAP1 phos 0%, MLL CXXC-DNA inh 25%, TRPV1 ag 4, p53 reactivator -2%, PTAP TSG101 blk 2%, ELG1 repair inh 9%, TCR activator -5%, BRCA1 expr up -11% and B2AR arrestin 0.1%.

The whole of this part, previewed entries included:
`O=[N+]([O-])c1ccc(N2CCCC2)cc1NC1CC1` gave a7 integrin act 20%, A-T KAP1 phos -17%, MLL CXXC-DNA inh -8%, TRPV1 ag 13, p53 reactivator 0%, PTAP TSG101 blk -3%, ELG1 repair inh -6%, TCR activator -4%[46.1 µM], BRCA1 expr up -29% and B2AR arrestin -0.6%.
For O=C(Cc1ccc(Cl)c(Cl)c1)Nc1ccc2[nH]c(=O)[nH]c2c1 the results were a7 integrin act 6%, A-T KAP1 phos 0%, MLL CXXC-DNA inh 25%, TRPV1 ag 4, p53 reactivator -2%, PTAP TSG101 blk 2%, ELG1 repair inh 9%, TCR activator -5%, BRCA1 expr up -11% and B2AR arrestin 0.1%.
`Cc1ccc(S(=O)(=O)N2CCOCC2)cc1NC(=O)COC(=O)CNC(=O)c1ccc(Oc2ccccc2)cc1` gave a7 integrin act 25%, A-T KAP1 phos 1%, MLL CXXC-DNA inh 3%, TRPV1 ag 9, p53 reactivator -4%, PTAP TSG101 blk -2%, ELG1 repair inh 2%, TCR activator 0%[46.1 µM], BRCA1 expr up -11% and B2AR arrestin -1.6%.
Fc1cc(Cl)ccc1NC(=S)NCCN1CCOCC1 was read as a7 integrin act -27%, A-T KAP1 phos -3%, MLL CXXC-DNA inh 4%, TRPV1 ag 0, p53 reactivator -1%, PTAP TSG101 blk -5%, ELG1 repair inh 9%, TCR activator 2%, BRCA1 expr up 7% and B2AR arrestin 0.1%.
Screening CCOc1ncccc1C(=O)OCC(=O)Nc1cccc(S(=O)(=O)N2CCCCCC2)c1 returned a7 integrin act 15%, A-T KAP1 phos 2%, TRPV1 ag 2, p53 reactivator -12%, PTAP TSG101 blk -4%, ELG1 repair inh inconclusive, TCR activator -9%, BRCA1 expr up -9% and B2AR arrestin -0.3%.
O=C(CN(c1ccc2c(c1)OCCO2)S(=O)(=O)c1ccccc1)Nc1ccc2c(c1)OCO2 was read as a7 integrin act 4%, A-T KAP1 phos 1%, MLL CXXC-DNA inh 6%, TRPV1 ag 7, p53 reactivator 1%, PTAP TSG101 blk -6%, ELG1 repair inh 9.2µM*, TCR activator 0%, BRCA1 expr up -13% and B2AR arrestin -0.3%.
CCOC(=O)Cc1nn(Cc2ccccc2)c(=O)c2ccccc12 was read as a7 integrin act -252%[inhibitor], A-T KAP1 phos 0%, MLL CXXC-DNA inh 0%, TRPV1 ag 29, p53 reactivator -2%, PTAP TSG101 blk 0%, ELG1 repair inh -8%, TCR activator 3%, BRCA1 expr up -2% and B2AR arrestin 0.1%.
For COc1cc(SC)ccc1C(=O)NCCCn1ccnc1 the results were a7 integrin act -12%, A-T KAP1 phos 4%, MLL CXXC-DNA inh 7%, TRPV1 ag 3, PTAP TSG101 blk 0%, ELG1 repair inh 2%, TCR activator 2%, BRCA1 expr up -6% and B2AR arrestin -0.1%.
`CN(C)S(=O)(=O)c1cc(NC(=O)CNCc2ccc(F)cc2)ccc1Cl` gave a7 integrin act inconclusive, A-T KAP1 phos -3%, MLL CXXC-DNA inh 5%, TRPV1 ag 22, p53 reactivator 10%, PTAP TSG101 blk 0%, ELG1 repair inh inconclusive, TCR activator -18%, BRCA1 expr up 35% and B2AR arrestin -0.2%.
Screening CCN1CCN(C(=O)C(=O)c2cn(CC(=O)N3CCCCCC3)c3ccccc23)CC1 returned a7 integrin act 25%, A-T KAP1 phos -4%, MLL CXXC-DNA inh -7%, TRPV1 ag -3, p53 reactivator 7%, PTAP TSG101 blk -4%, ELG1 repair inh 11%, TCR activator -5%, BRCA1 expr up -22% and B2AR arrestin -0.5%.
`O=C(Nc1ccc(F)cc1)c1ccc(NC(=O)C2CCCO2)cc1` (stereo not given) gave a7 integrin act -141%[inhibitor], A-T KAP1 phos -3%, MLL CXXC-DNA inh -4%, TRPV1 ag 7, p53 reactivator 17%, PTAP TSG101 blk -1%, ELG1 repair inh inconclusive, TCR activator -1%, BRCA1 expr up inconclusive and B2AR arrestin -0.4%.
`CCCCN(C(=O)c1ccc(S(=O)(=O)N2CCCC2)cc1)C1CCS(=O)(=O)C1` (stereo not given) gave a7 integrin act -16%, A-T KAP1 phos -2%, TRPV1 ag -2, p53 reactivator 6%, PTAP TSG101 blk 0%, ELG1 repair inh -12%, TCR activator 2%, BRCA1 expr up 4% and B2AR arrestin 0.2%.
COc1ccc(CCN(C)CC(O)c2ccccc2)cc1OC (stereo not given) was read as a7 integrin act 1%, A-T KAP1 phos 2%, MLL CXXC-DNA inh 0%, TRPV1 ag 0, p53 reactivator -1%, PTAP TSG101 blk -6%, ELG1 repair inh -12%, TCR activator 3%, BRCA1 expr up -5% and B2AR arrestin 0.6%.
`CCOC(=O)C1CCN(C(=O)COc2ccc(N(C)S(=O)(=O)c3ccc(OCC)cc3)cc2)CC1` gave a7 integrin act -2%, A-T KAP1 phos 5%, MLL CXXC-DNA inh 8%, TRPV1 ag 6, p53 reactivator 7%, PTAP TSG101 blk -3%, ELG1 repair inh 1%, TCR activator -4%, BRCA1 expr up 8% and B2AR arrestin -0.2%.
Screening CCOC(=O)C1CCCN(C(=O)c2ccccc2Oc2ccccc2)C1 (stereo not given) returned a7 integrin act 32%, A-T KAP1 phos 8%, MLL CXXC-DNA inh -6%, TRPV1 ag inconclusive, p53 reactivator -2%, PTAP TSG101 blk -1%, ELG1 repair inh 11%, TCR activator 4%, BRCA1 expr up -16% and B2AR arrestin -0.1%.
Screening CN(CC(=O)Nc1sccc1C(N)=O)S(=O)(=O)c1ccc(Cl)cc1 returned a7 integrin act 36%, A-T KAP1 phos 26%, p53 reactivator -5%, PTAP TSG101 blk 0%, ELG1 repair inh -16%, TCR activator 4%, BRCA1 expr up -17% and B2AR arrestin -0.1%.
OC(COc1ccccc1)CN(Cc1ccccc1)CC(O)COc1ccccc1 (stereo not given) was read as a7 integrin act -19%, A-T KAP1 phos 6%, TRPV1 ag -1, p53 reactivator -3%, PTAP TSG101 blk 1%, ELG1 repair inh inconclusive, TCR activator -5%, BRCA1 expr up -10% and B2AR arrestin -1.4%.
`Cc1ccc(S(=O)(=O)N2CCCC2C(=O)NCc2ccc3c(c2)OCO3)cc1` (stereo not given) gave a7 integrin act 2%, A-T KAP1 phos -2%, MLL CXXC-DNA inh 5%, TRPV1 ag -1, p53 reactivator -3%, PTAP TSG101 blk 0%, ELG1 repair inh -3%, TCR activator 0%, BRCA1 expr up -5% and B2AR arrestin -0.4%.
CCOc1cc(N2CCOCC2)c(OCC)cc1NC(=O)Cn1[nH]c(=O)c2ccccc2c1=O was read as a7 integrin act 11%, A-T KAP1 phos 7%, MLL CXXC-DNA inh 0%&9%, TRPV1 ag 1&-2, p53 reactivator -5%, PTAP TSG101 blk 0%, ELG1 repair inh inconclusive, TCR activator 13%, BRCA1 expr up 13% and B2AR arrestin 0.2%&-0.2%.
Screening O=[N+]([O-])c1cc(C(F)(F)F)ccc1Sc1nccn1Cc1ccccc1 returned a7 integrin act -15%, A-T KAP1 phos 11%, MLL CXXC-DNA inh 7%, TRPV1 ag -4, p53 reactivator 0%, PTAP TSG101 blk -7%, ELG1 repair inh -17%, TCR activator 2%, BRCA1 expr up -32% and B2AR arrestin -0.8%.
`CCOc1ccccc1C(=O)NC(CO)C(=O)O` (stereo not given) gave a7 integrin act -7%, A-T KAP1 phos 0%, MLL CXXC-DNA inh 3%, TRPV1 ag -2, p53 reactivator 0%, PTAP TSG101 blk -2%, ELG1 repair inh 1%, TCR activator 1%, BRCA1 expr up -2% and B2AR arrestin 0.0%.
